# Screens (PubChem BioAssay)
# Mcl1-Noxa inh – disrupts binding of human Mcl-1 to Noxa peptide. Q07820. inhibition, % at 21.7 µM. TR-FRET Mcl-1/Noxa peptide binding, 2 h. 1.5% of 220,000 active;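 active = compounds that cut the protein-peptide binding signal by more than 50% relative to plate controls in a single-dose test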;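 also: His-tagged Mcl-1 with rhodamine Noxa BH3 peptide and terbium anti-His antibody; 0% = Mcl-1 plus Noxa peptide wells and 100% = peptide-only wells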
# Target sequence (Q07820 whole entry, looked up): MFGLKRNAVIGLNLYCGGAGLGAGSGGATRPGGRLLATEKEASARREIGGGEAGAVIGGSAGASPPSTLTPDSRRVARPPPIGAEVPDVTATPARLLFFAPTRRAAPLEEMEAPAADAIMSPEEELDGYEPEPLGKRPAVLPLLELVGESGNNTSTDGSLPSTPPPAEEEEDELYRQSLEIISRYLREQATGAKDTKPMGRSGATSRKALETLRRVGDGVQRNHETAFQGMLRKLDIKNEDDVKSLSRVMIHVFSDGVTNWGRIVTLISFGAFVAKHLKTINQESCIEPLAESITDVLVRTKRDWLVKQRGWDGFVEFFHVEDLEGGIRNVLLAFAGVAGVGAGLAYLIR
# Avidin fluor – compound fluoresces at 488/530 nm on avidin beads; compound fluorescence 488/530 nm, flow cytometry; stronger effect = higher value; fluorescence (KMESF) at 10 µM; 0.38% of 220,000 active; in the data active = fluorescence above about 47; also: inactives centre near 10
# Mcl1-Bid inh – disrupts binding of human Mcl-1 to Bid peptide; TR-FRET Mcl-1/Bid-Dy647 peptide binding, 1536-well; Q07820; 0.97% of 220,000 active; inhibition, % at 21.7 µM;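 active = compounds that cut the binding signal by more than half at the single screening dose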;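 also: His-tagged Mcl-1 with europium anti-His antibody binding Bid BH3 peptide; 0% = Mcl-1 plus peptide wells and 100% = peptide-only wells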
# Active calls of the source: *. This is a subset; rates above refer to the full screens.
# Under each structure – Mcl1-Noxa inh, Avidin fluor, Mcl1-Bid inh
> Cc1nc(-c2ccc(Cl)cc2)sc1C1(C)CC(c2ccc(OC(F)(F)F)cc2)=NO1 (stereo unspecified)
  26, 10, 13
> CCCCNC(=O)Nc1ccccc1CC
  9, 3, -5
> CCn1cc(SCC(=O)NCC2CCCO2)c2ccccc21 (stereo unspecified)
  0, 11, -88
> COc1cccc(-c2nnc(NC(=O)c3cccc(F)c3)o2)c1
  -63, 9, -20
> CC1(c2nnc(-c3ccc(F)cc3)o2)CC(c2c(Cl)cccc2Cl)=NO1 (stereo unspecified)
  -5, 10, -4
> CCC(=O)Nc1cccc(C2=NOC3(C2)C[C@H](C(N)=O)N(C(=O)Cc2ccc([N+](=O)[O-])cc2)C3)c1 (stereo partly specified)
  2, 10, -36
> Cc1cccc(-n2ncc3c(NCc4cccnc4)ncnc32)c1
  -2, 8, -58
> CC(C)[C@@H]1C=C(C(=O)O)O[C@H](OCCCCO)C1
  -14, 10, -25
> O=C(O)CCC1OC(=O)C(O)=C1c1ccccc1 (stereo unspecified)
  48, 9, -107
> ClCC1=Nc2cccc3cccc(c23)N1
  58*, 8, -75
> Cc1ccc2c(c1)COc1c3ccc(C(=O)N[C@@H](CO)C(C)C)cc3nn1-2
  12, 9, -40
> O=C(O)CCc1cc(I)c(Oc2ccc(O)c(I)c2)c(I)c1
  69*, 6, 27
> COc1cc(/C=N/N=C/c2c[nH]c(=O)c(C#N)c2Nc2ccccc2)ccc1O
  12, 10, -71
> COc1ccc(-c2ccc(OC)c([C@H]3[C@H]4C=CC[C@@H](C)[C@@H]4C(=O)N3Cc3ccccc3)c2)cc1
  2, 6, -30
> N#Cc1cc(-c2ccccc2)[nH]c1-c1nccc2ccccc12
  19, 3, -1
> COc1ccc(C(CC(=O)N2CCN(c3ccccc3)CC2)c2c(OC)cc(OC)c3c(-c4ccccc4)cc(=O)oc23)cc1 (stereo unspecified)
  3, 20, -49
> CCN1CCN(c2ncnc3c2cnn3-c2ccc(C)cc2C)CC1
  8, 7, -51
> C=CCC(Nc1ccccc1)c1ccc(OC)c(OC)c1 (stereo unspecified)
  11, 11, -49
> COC(=O)C(Cc1ccccc1)NS(=O)(=O)c1ccccc1Br (stereo unspecified)
  -7, 8, -32
> COc1cccc(F)c1C(=O)NC(=O)Nc1ccc2nc(C)oc2c1
  23, 2, -45
> O=c1cc2c(=O)oc3cc(O)c(O)oc3c2c(O)c1O
  89*, 6, -158
> O=C(/C=C/c1cccs1)N1CCC2(CC1)Oc1ccc(F)cc1C(=O)C21CC(c2ccccc2)=NO1 (stereo unspecified)
  12, 10, -34
> Nc1cc2c3c(cccc3c1)C(=O)N(CCN1CCCC1)C2=O
  -57, 3, -21
> COC(=O)c1scc2c(Oc3ccccc3)cc(C(F)(F)F)nc12
  -8, 4, -5
> CCCCC1=CC2=CC(=O)C(C)(OC(=O)CC)C(=O)C2=CN1CCCCO (stereo unspecified)
  16, 8, -130
> CC1CC(C)CN(CCCNC(=O)C2CCN(c3ncnc4c3sc3cccc(F)c34)CC2)C1 (stereo unspecified)
  19, 6, -15
> CCOC(=O)c1c([N+](=O)[O-])c(C)[nH]c(=O)c1C#N
  11, 7, 3
> Cc1c2c(=O)n(-c3nc4ccccc4s3)nc-2cc(O)n1Cc1ccccc1
  73*, 7, -99
> COc1cc(O)c(C(CCN2CCCC2)c2cc(OC)c(OC)c(OC)c2)c(OC)c1 (stereo unspecified)
  -8, 8, -95
> O=c1cc(-c2ccc(O)cc2)oc2c(C3OCC(O)C(O)C3O)c(O)c(C3OC(CO)C(O)C(O)C3O)c(O)c12 (stereo unspecified)
  -64, 8, -55
> COCCNC(=O)c1ccc2c3n(nc2c1)-c1ccc(Cl)cc1CO3
  25, 9, -72
> COc1ccc2[nH]c3c(C)c4ccncc4c(C)c3c2c1
  86*, 4, -10
> CC(C)(C)CC(C)(C)N1CNC(=S)NC1
  -5, 7, -25
> CCOC(=O)c1cc[nH]c1CC(=O)NC
  -13, 5, -53
> CCC(C)[C@H]1CN=C(N)N1CCc1cc(C(F)(F)F)cc(C(F)(F)F)c1 (stereo partly specified)
  -8, 9, -29
> Cc1cc2cc(CNC(=O)c3ccc(S(=O)(=O)N4CCOCC4)cc3)ccc2[nH]1
  2, 5, -111
> COc1ccc2cc1Oc1ccc(cc1)CC1c3c(cc(OC)c4c3Oc3cc5c(cc3O4)CCNC5C2)CCN1C (stereo unspecified)
  31, 10, -32
> CC[C@H](NC(=O)c1c(C)c(-c2ccccc2)nc2ccccc12)c1ccccc1
  28, 16, 13
> Nc1ccccc1SC1CC(=O)N(c2ccccc2Cl)C1=O (stereo unspecified)
  -4, 6, 9
> COc1cc(C[C@H](C)[C@H](C)Cc2ccc3c(c2)OCO3)ccc1O
  -2, 13, -8
> COc1ccc(COCCN2CCN(S(=O)(=O)c3ccccc3)CCC2=O)cc1
  5, 7, -38
> Cc1c(-c2ccccc2Cl)nc2ccccc2c1C(=O)O
  16, 6, 3
> CCN(CC)CCn1c(C)nc2c(sc3nc4c(cc32)COC(C)(C)C4)c1=O
  0, 5, -20
> COc1ccc(C2/C=C\CN(C(=O)Nc3ccccc3)CC(=O)N2Cc2ccc(F)cc2)cc1 (stereo unspecified)
  -7, 6, -47
> Cc1ccc(SCCN2CCN(C)CCC2=O)cc1
  3, 7, -69
> Cn1c(=O)c2[nH]c(COc3ccc(C(C)(C)C)cc3)nc2n(C)c1=O
  7, 4, -1
> O=C(Nc1ccccc1Cl)Oc1ccc(Cl)cc1Cl
  -5, 6, -7
> Cc1cccc(C)c1NC(=O)Nc1ccc(S(N)(=O)=O)cc1
  2, 5, -12
> Cc1ccc(CCNC(=O)C2CC(c3ccc(C(F)(F)F)cc3)=NO2)cc1 (stereo unspecified)
  -3, 9, -52
> O=C(Nc1ccc(F)cc1)Oc1ccc[nH]c1=O
  -1, 7, -75
> CC(=O)OC(c1nc2ccccc2c(=O)n1C1CC2(OC1=O)c1ccccc1N1C(=O)C(C)(C)N(O)C12)C(C)C (stereo unspecified)
  18, 7, -40
> CC(C)C[C@H](NC(=O)c1[nH]cnc1C(=O)N[C@@H](C)C(=O)OC(C)(C)C)C(=O)OCc1ccccc1
  -88, 6, -49
> CC(C)(C)C1CCC2(CC1)CC(=O)c1ccccc1O2 (stereo unspecified)
  9, 9, -8
> Cn1cnc([N+](=O)[O-])c1Sc1n[nH]c(N)n1
  3, 8, -11
> CCN(CC)CCCN(Cc1cc2cc(OC)ccc2[nH]c1=O)C(=O)Nc1ccccc1
  -16, 9, -40
> COC(=O)c1ccsc1NC(=O)c1ccc2c(c1)OCCO2
  9, 8, -42
> O=C(Nc1ccc(Cl)c(Cl)c1)c1ccc(Cl)c(Cl)c1
  9, 5, -24
> N#CNc1nc(O)cc(=O)[nH]1
  3, 4, -28
> CCOC(=O)CC1C(=O)NCCN1c1nc2c(C)cccn2c(=O)c1/C=C1\SC(=S)N(C(C)CC)C1=O (stereo unspecified)
  -9, 6, 5
> CC(=O)SCC[N+](C)(C)C
  -7, 4, -22

# 13 entries from above, comma-delimited:
molecule,Mcl1-Noxa inh,Avidin fluor,Mcl1-Bid inh
COc1ccc2[nH]c3c(C)c4ccncc4c(C)c3c2c1,86*,4,-10
CC(C)(C)CC(C)(C)N1CNC(=S)NC1,-5,7,-25
CCOC(=O)c1cc[nH]c1CC(=O)NC,-13,5,-53
CCC(C)[C@H]1CN=C(N)N1CCc1cc(C(F)(F)F)cc(C(F)(F)F)c1 (stereo partly specified),-8,9,-29
Cc1cc2cc(CNC(=O)c3ccc(S(=O)(=O)N4CCOCC4)cc3)ccc2[nH]1,2,5,-111
COc1ccc2cc1Oc1ccc(cc1)CC1c3c(cc(OC)c4c3Oc3cc5c(cc3O4)CCNC5C2)CCN1C (stereo unspecified),31,10,-32
CC[C@H](NC(=O)c1c(C)c(-c2ccccc2)nc2ccccc12)c1ccccc1,28,16,13
Nc1ccccc1SC1CC(=O)N(c2ccccc2Cl)C1=O (stereo unspecified),-4,6,9
COc1cc(C[C@H](C)[C@H](C)Cc2ccc3c(c2)OCO3)ccc1O,-2,13,-8
COc1ccc(COCCN2CCN(S(=O)(=O)c3ccccc3)CCC2=O)cc1,5,7,-38
Cc1c(-c2ccccc2Cl)nc2ccccc2c1C(=O)O,16,6,3
CCN(CC)CCn1c(C)nc2c(sc3nc4c(cc32)COC(C)(C)C4)c1=O,0,5,-20
COc1ccc(C2/C=C\CN(C(=O)Nc3ccccc3)CC(=O)N2Cc2ccc(F)cc2)cc1 (stereo unspecified),-7,6,-47

# (continued)
# Under each structure – Mcl1-Noxa inh, Avidin fluor, Mcl1-Bid inh
> c1ccc(-c2ccc3c(c2)NC(C2Nc4cc(-c5ccccc5)ccc4O2)O3)cc1 (stereo unspecified)
  8, 6, 30
> Nc1cnc(Nc2ccc(Br)cc2)nc1N
  19, 7, -25
> COCCn1c(SCC(=O)N2CCc3ccccc32)nc2c(c1=O)SC(C)C2 (stereo unspecified)
  24, 10, -95
> OCCCNc1nccc(-c2cc(Nc3cccc(Cl)c3)ncn2)n1
  5, 14, 13
> Clc1ccc2c(c1)nc1n2CCCC1
  -3, 10, -8
> CN1C(C(=O)NCc2ccco2)CC2Cn3c(nc4cc5ccccc5cc43)C21 (stereo unspecified)
  -19, 9, -59
> Cc1cc(-c2cc(C(=O)NCc3ccccc3)on2)nc(NCC2CC2)n1
  0, 8, -23
> COc1cc(CC2COC(c3ccc(O)c(OC)c3)C2COC(C)=O)ccc1O (stereo unspecified)
  70*, 6, -72
> CNC(=S)n1cnc(N)n1
  -3, 8, -27
> NC(N)=NC(N)=Nc1ccc(O)cc1
  18, 5, -25
> N#C/C(=C\c1ccc[nH]1)C(=O)c1ccccc1
  -4, 4, -12
> CCOC(=O)c1[nH]c2ccccc2c1NC(=O)CC(C)C
  11, 8, -40
> CC1(OC(=O)CCc2ccccc2)C(=O)C=C2C=C(c3ccc(C#N)cc3)N(C3CCCCC3)C=C2C1=O (stereo unspecified)
  1, 5, -121
> COc1cc2cc(Oc3ccc4ccc(=O)oc4c3)c(=O)oc2cc1OC(=O)C=C(C)C
  -1, 10, -92
> COc1cc(O)c(C(CCN2CCN(c3ccccc3)CC2)c2ccc3c(c2)OCO3)c(OC)c1 (stereo unspecified)
  10, 10, -63
> COc1cccc2[nH]c3c(N4CCc5ccccc5C4)ncnc3c12
  62*, 10, -13
> CC(C)(C)c1ccc(NS(=O)(=O)c2ccc(N)cc2)cc1
  13, 7, -8
> COc1cc(C2CC(=O)Nc3n[nH]c(-c4ccccc4)c32)cc(OC)c1OC (stereo unspecified)
  -5, 8, -72
> COc1cc(OC)c2c(-c3ccccc3)cc(=O)oc2c1C(CCN1CCCCC1)c1ccc(N(C)C)cc1 (stereo unspecified)
  9, 12, -117
> COC(=O)c1ccc(C(=O)OC)c(=O)[nH]1
  -2, 10, -19
> COc1ccc(C(=S)N2CCN(c3ccccc3Cl)CC2)cc1OC
  11, 6, -28
> COc1ccc2c(=O)c3c(=O)n(-c4ccc(C)cc4)c(-c4ccccc4)nc3oc2c1
  81*, 6, 48
> Cc1ccc(-c2csc3nc4cc(C(N)=O)ccc4c(=O)n23)cc1
  -18, 7, -44
> Cc1ccc(NC(=S)Nc2ccc(S(=O)(=O)Nc3ncccn3)cc2)cc1Cl
  9, 7, -15
> Cc1cccc2c1NC(=O)C21N2CCCC2C(C(=O)c2ccc3ccccc3c2)C12C(=O)Nc1ccccc12 (stereo unspecified)
  12, 9, -2
> COC(=O)[C@@H]1C[C@@H]2CC[C@@H](O)C[C@@H]2N1Cc1ccc(OC)cc1
  -22, 10, -5
> COC(=O)C1C(O)CCC2CN3CCc4c([nH]c5ccccc45)C3CC21 (stereo unspecified)
  20, 13, -57
> O=c1c2[nH]c3ccc(F)cc3c2ncn1CC1CCCO1 (stereo unspecified)
  18, 20, 2
> CCC1=C(OC(=O)N(CC)CC)N2C(=O)OC(=NCCc3c[nH]c4ccccc34)[C@]2(Cc2ccccc2)[C@H]2C1=CC[C@H]1C(=O)N(c3ccccc3)C(=O)[C@H]12
  -5, 21, -51
> CCOC(=O)c1ccc(NC(=O)c2nc[nH]c2C(=O)N[C@@H](C)C(=O)OC(C)(C)C)cc1
  -50, 9, -42
> COC(=O)c1cncc(C)c1
  4, 9, -34
> O=C(NC(=S)Nc1ccc(CN2CCOCC2)cc1)c1ccc(-c2ccc(Br)cc2)o1
  13, 7, 18
> CCC1=C(OC(=O)N(CC)CC)N2C(=O)OC(=NCC3CC3)[C@]2(Cc2ccccc2)[C@H]2C1=CC[C@H]1C(=O)N(C)C(=O)[C@H]12
  9, 7, -42
> CCOc1cccc(NC(=O)c2ccc(S(=O)(=O)N3CCCC3)cc2)c1
  15, 7, -28
> N#Cc1c(N)nc(N)nc1Nc1ccc(Br)cc1
  -5, 3, -3
> Nc1cc(Cl)ccc1N1C(=O)CCC1=O
  -10, 6, -11
> CCC(C)[C@H]1CNC(=O)C(=O)N1CCCc1cc(OC)c(OC)c(OC)c1 (stereo partly specified)
  -10, 7, -33
> C#CCOCCOCCOCCNc1nc(N2CCN(C(=O)[C@H](CCC(=O)O)n3cc(C(N)CO)nn3)CC2)nc(N2CCN(C(=O)[C@H](CCC(=O)O)n3cc(C(N)CC(C)C)nn3)CC2)n1 (stereo partly specified)
  8, 7, -29
> COc1ccc(C(=O)Nc2ccc(O)c3c(=O)cc(-c4cccc(Cl)c4)oc23)cc1
  -24, 8, -6
> NC(=O)N/N=C/c1cn(-c2ccccc2)nc1-c1cccnc1
  17, 12, 20
